Yp Topo-I inh – Y. pestis Topo-I inhibition via cleavage products. 0.064% of 360,000 active. Y. pestis Topo-I cleavage product accumulation, plate reader. activity, % at 10 µM; in the data active = activity above about 50%, passing the limit was not always enough; inconclusive = no clear call, values can overlap the other calls; also: inactives centre near 2
PfHsp40 rescue – rescue of PfHsp40-mediated yeast toxicity; 0.68% of 340,000 active; AID 504582; S. cerevisiae expressing PfHsp40, growth rescue, ATP luminescence; growth rescue, % at 12.5 µM; in the data active = growth rescue above about 28%, passing the limit was not always enough; inconclusive = no clear call, values can overlap the other calls;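 also: yeast W303a lacking pdr1 and pdr3 grown in galactose medium; growth measured after three days at 30 °C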
PriA SSB inh – inhibitors of Klebsiella pneumoniae PriA binding to SSB C-terminal tail | AlphaScreen SSBct-PriA binding, biotinylated peptide | inhibition, % at 33 µM | 0.6% of 430,000 active; in the data active = inhibition mostly above about 37%, no sharp cut-off; inactive = mostly below about 20%;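 also: plate controls were negative control peptide for no effect and reference peptide for full effect; strong numbers were not always called active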
BoNT A protease – BoNT A light chain protease inhibition. multiplex microsphere protease substrate cleavage, flow cytometry. inhibition, % at 10 µM. 0.17% of 360,000 active. AID 588499; also: plate controls were buffer without enzyme for full effect and enzyme alone for no effect
DUSP3 inh – blocks human VHR1 dual specificity phosphatase; recombinant VHR phosphatase, pNPP absorbance; inhibition, % at 13.3 µM; 0.52% of 290,000 active; AID 1654; in the data active = inhibition above about 50%; also: some compounds called inactive have numbers as strong as hits
Target sequence (P51452 whole entry, looked up): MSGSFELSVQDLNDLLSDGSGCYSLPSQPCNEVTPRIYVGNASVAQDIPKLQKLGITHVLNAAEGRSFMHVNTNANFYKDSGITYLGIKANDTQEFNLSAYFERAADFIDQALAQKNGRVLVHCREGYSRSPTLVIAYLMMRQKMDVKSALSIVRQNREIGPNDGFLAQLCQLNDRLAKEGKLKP
CCHFV vOTU inh – CCHFV vOTU protease inhibition. Pep-AMC fluorescence. inhibition, % at 11.5 µM. 0.55% of 370,000 active. AID 651958; in the data active = inhibition above about 30%; also: 0% = vehicle wells with enzyme and 100% = no enzyme wells
Anthrax LF prot – inhibitors of Bacillus anthracis lethal factor protease. P15917. multiplex microsphere protease cleavage assay, LF. inhibition, % at 10 µM. 0.12% of 360,000 active. AID 588501; also: plate controls were buffer without enzyme for full effect and enzyme alone for no effect
Target sequence (P15917 whole entry, looked up): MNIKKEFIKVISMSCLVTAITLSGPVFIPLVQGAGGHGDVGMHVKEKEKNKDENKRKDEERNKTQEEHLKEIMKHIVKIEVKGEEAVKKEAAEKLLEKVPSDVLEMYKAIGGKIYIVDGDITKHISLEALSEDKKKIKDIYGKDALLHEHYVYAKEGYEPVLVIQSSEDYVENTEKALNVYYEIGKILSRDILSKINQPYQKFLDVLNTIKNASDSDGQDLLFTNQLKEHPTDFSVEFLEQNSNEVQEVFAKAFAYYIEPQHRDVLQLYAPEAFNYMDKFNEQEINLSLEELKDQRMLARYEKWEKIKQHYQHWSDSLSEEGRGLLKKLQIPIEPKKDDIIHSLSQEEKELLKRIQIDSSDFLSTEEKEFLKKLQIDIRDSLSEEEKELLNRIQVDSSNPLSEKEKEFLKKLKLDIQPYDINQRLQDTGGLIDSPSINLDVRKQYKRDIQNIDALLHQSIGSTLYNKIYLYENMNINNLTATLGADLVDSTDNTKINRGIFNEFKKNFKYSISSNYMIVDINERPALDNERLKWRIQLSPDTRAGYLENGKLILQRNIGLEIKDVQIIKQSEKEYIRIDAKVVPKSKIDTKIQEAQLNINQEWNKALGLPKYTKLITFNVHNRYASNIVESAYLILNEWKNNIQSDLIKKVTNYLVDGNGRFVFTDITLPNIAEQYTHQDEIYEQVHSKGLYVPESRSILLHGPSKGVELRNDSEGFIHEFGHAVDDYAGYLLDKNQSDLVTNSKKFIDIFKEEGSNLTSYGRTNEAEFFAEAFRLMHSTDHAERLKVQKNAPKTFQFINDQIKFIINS
BH1578 lux ind – quorum light induction in luxS cqsA deficient V. cholerae | V. cholerae BH1578 lux reporter, luminescence, 6 h | activation, % at 18.7 µM | 0.16% of 350,000 active | AID 588436; in the data active = activation mostly above about 9.7%, no sharp cut-off; inconclusive = no clear call, values can overlap the other calls; inactive = mostly below about 3.7%; also: not every result past the cut was called active; inactives centre near 0; reference of the scale not given here
TcdB GH inh – inhibitors of Clostridioides difficile toxin B glycohydrolase | P18177 | TcdB glycohydrolase enzymatic assay, plate reader | inhibition, % at 9.99 µM | 0.24% of 350,000 active; in the data active = inhibition above about 10%
SARS 3CLpro inh – SARS-CoV 3CLpro protease inhibition; P0C6X7; recombinant SARS-CoV 3CLpro, quenched FRET peptide cleavage; inhibition, % at 6 µM; 0.14% of 290,000 active; in the data active = inhibition above about 12%
An asterisk follows results filed as active; i = inactive; ? = inconclusive; nt = not tested or not shown; & = joins results of further samples. Rule as the data show it, unless noted: active = inhibition above about 30%; inconclusive = no clear call, values can overlap the other calls; inactive = below that. These rows are one share of the data (hit frequency here may not be typical).

SMILES | Yp Topo-I inh | PfHsp40 rescue | PriA SSB inh | BoNT A protease | DUSP3 inh | CCHFV vOTU inh | Anthrax LF prot | BH1578 lux ind | TcdB GH inh | SARS 3CLpro inh
COc1ccc(C(=O)CCC(=O)NCCc2c[nH]c3ccccc23)cc1OC | 2 | 0.3 | 17 | -1.0 | 6 | -15 | 0 | -0.3 | 0.2 | 2
COC(=O)C(Cc1ccc(O)cc1)NC(=O)CCOc1ccc(OC)cc1 (stereo not drawn) | 12 | -0.9 | -11 | -2.4 | 17 | -3 | -8 | i | -0.3 | 7
COc1cccc(-n2c(SCC(=O)N3CCOCC3)nc3c([nH]c4ccccc43)c2=O)c1 | -1 | -1.3 | -5 | 0.1 | nt | -5 | 3 | -1.2 | nt | 9
Cc1ccc(S(=O)(=O)N(C)C[C@@H]2Oc3ccc(NC(=O)Nc4cccc5ccccc45)cc3C(=O)N([C@H](C)CO)C[C@H]2C)cc1 | 17 | 1.8 | 7 | 0.8 | nt | -4 | -2 | 0.9 | 0.1 | nt
CCN(/N=C/c1ccc(N(C)C)cc1)c1nc2ccccc2[nH]1 | -15 | 0.7 | nt | 0.3 | 8 | -6 | 1 | -0.2 | 2.0 | -4
COc1cccc(/C=N/n2c(-c3cc(C)[nH]n3)n[nH]c2=S)c1O | 1 | -1.8 | nt | -0.6 | 22 | -6 | -1 | i | 5.7 | 2
CCOC(=O)c1ccccc1NC(=O)COC(=O)CCNS(=O)(=O)c1ccccc1 | 25 | 1.5 | -14 | 0.0 | 0 | 4 | -3 | -1.2 | 1.8 | 7
COc1cc(C)ccc1Oc1ccc([N+](=O)[O-])cc1 | -8 | -1.8 | 0 | -0.6 | nt | -3 | 4 | nt | 2.5 | nt
NS(=O)(=O)c1ccc(CCNC(=O)c2cc(-c3cc(Cl)ccc3O)n[nH]2)cc1 | -12 | 0.1 | -10 | 0.7 | 36 | -6 | -10 | -0.1 | -0.1 | -1
O=C(O)C1CCCCN1S(=O)(=O)c1cccc2nsnc12 (stereo not drawn) | -3 | 0.5 | 2 | 1.3 | -23 | nt | 2 | -0.3 | nt | -2
Cn1c(/C=N/O)nc2ccccc21 | 2 | -1.0 | nt | -0.9 | 13 | -3 | -9 | i | 3.6 | 4
O=C(CCl)N1c2ccccc2SCC1c1ccccc1 (stereo not drawn) | 12 | 2.2 | 3 | -0.4 | -8 | -18 | 2 | -0.3 | 1.1 | 3
CC(C)Cn1c(SCC(=O)Nc2cccnc2Cl)nnc1-c1ccco1 | -2 | -0.8 | -3 | 0.1 | nt | -1 | -1 | -0.8 | -0.2 | nt
Cc1ccc2nc(Cl)c(/C=N/n3c(C)nnc3C)cc2c1 | -4 | -1.9 | nt | -1.3 | 0 | -2 | -13 | 1.3 | 0.6 | 3
C[C@H](NC(=O)COc1ccc(Cl)cc1)C(=O)N1CCC2(CC1)NCCc1[nH]cnc12 | 4 | -0.9 | 13 | 0.1 | 2 | 13 | -2 | -0.3 | 2.1 | -1
CCCN(Cc1nc(-c2ccc(Cl)cc2)no1)CC1CCCO1 (stereo not drawn) | 27 | 1.8 | -28 | -0.1 | 8 | 11 | -2 | i | 0.3 | 0
O=C(/C=C/c1cccs1)NC(=S)NNC(=O)c1ccccc1O | -5 | nt | -3 | -1.4 | 36 | 5 | 1 | -0.4 | 1.3 | 1
CCCc1[nH]nc2c1C(c1ccc(OC)c(Cn3nnc4ccccc43)c1)C(C#N)=C(N)O2 (stereo not drawn) | 7 | 0.6 | 12 | 0.0 | -3 | nt | 0 | -2.2 | nt | -6
CCOc1ccc2[nH]c(C)c(CN3CCCCCC3)c(=O)c2c1 | 5 | -1.3 | -3 | nt | 6 | -9 | nt | -0.4 | 1.5 | -2
Cc1nn(-c2ccccc2)c2c1/C(=N/O)CC(C)(C)C2 | 8 | -0.4 | 0 | nt | 41 | 2 | nt | -0.3 | nt | -2
O=C(Cn1nc(C(F)(F)F)c2c1CCCC2)NCc1ccco1 | 4 | -0.9 | -2 | 0.0 | 24 | 0 | -4 | i | nt | 4
O=C(Nc1ccc(-c2nc3ccccc3s2)cc1)c1cc(-n2cnnc2)ccc1Cl | 1 | 1.4 | -3 | -1.5 | -1 | -11 | -1 | -0.4 | -0.1 | -2
O=C(NCc1ccccn1)c1cc(-c2ccccc2)nc2ccccc12 | 3 | 3.6 | -11 | -1.1 | 5 | -10 | -7 | i | 0.7 | -3
CC(=O)c1ccc(NC(=O)CN2CCN(S(=O)(=O)c3ccc4ccccc4c3)CC2)cc1 | 32 | -0.9 | -1 | -1.3 | nt | 17 | -1 | i | -9.4 | nt
Cc1cccc(NC(=O)c2sc3nc(N)c(C#N)cc3c2N)c1 | -20 | 2.3 | 4 | 1.8 | 30 | -4 | -1 | -0.5 | nt | 3
COc1ccc(C(=O)N2CCN(c3ccc(C)cc3)CC2)cc1OC | 2 | 0.9 | 0 | -1.3 | 13 | 3 | 0 | -0.2 | -7.1 | 0
COc1ccc(-n2c(=S)[nH]c3cc(C(=O)NCCCN4CCCC4=O)ccc3c2=O)cc1 | 5 | 0.2 | -1 | 1.8 | 10 | -4 | 1 | nt | nt | -1
COc1ccccc1N1CCN(C(=O)C2CCN(S(=O)(=O)c3ccccc3F)CC2)CC1 | 21 | 0.8 | 9 | -0.4 | nt | -7 | 0 | -0.6 | 0.4 | nt
COC(=O)C1(C(=O)OC)Sc2ccccc2C1=O | 4 | 3.0 | -6 | -0.3 | 9 | -6 | -13 | i | nt | -5
Cc1ccc(CCNC(=O)CC2Oc3ccc(C)cc3NC2=O)cc1 (stereo not drawn) | 4 | -0.3 | -1 | -0.1 | 12 | -5 | -7 | i | 0.1 | 2
O=C(COC(=O)/C=C/c1cccc(Cl)c1)NCc1cccs1 | 27 | 0.6 | 5 | 0.3 | nt | -5 | -8 | -0.3 | 0.8 | nt
CSCCC(NC(=O)c1ccccc1Cl)C(=O)NNC(=O)c1ccncc1 (stereo not drawn) | 0 | -2.0 | -3 | -2.8 | nt | -5 | -3 | -0.3 | 1.7 | nt
COc1ccc(Br)cc1CN(C)CC(=O)Nc1c(Cl)ccc(C)c1Cl | -5 | 0.4 | -14 | -1.1 | 22 | -12 | -6 | -0.6 | nt | 2
Cc1c(-c2ccc(OCCN3CCCCC3)cc2)c(=O)oc2ccc3ccccc3c12 | -1 | nt | nt | -0.1 | nt | -4 | -4 | -0.4 | 0.6 | nt
CC(C)CC(NS(=O)(=O)c1ccc2c(c1)oc(=O)n2C)C(=O)N1CC=C(c2ccccc2)CC1 (stereo not drawn) | 26 | -0.3 | -10 | 0.6 | 17 | -4 | 0 | -0.1 | -1.2 | 1
CCOC(=O)c1ccc(N=CC2=C(O)CC(C)(C)CC2=O)cc1 | -1 | -0.5 | -18 | 0.5 | 23 | 18 | 0 | i | nt | 0
CCN(C(=O)COC(=O)Cc1cccc2ccccc12)C1CCS(=O)(=O)C1 (stereo not drawn) | 5 | -0.3 | -3 | 1.1 | nt | 2 | 5 | -0.9 | 1.5 | nt
CC(C)(C)OC(=O)NCCc1onc(-c2ccccc2F)c1C(=O)O | -1 | nt | nt | -0.2 | nt | -10 | -1 | i | 0.6 | nt
Cc1cc(C)n(CC(=O)N/N=C/c2ccc(C)o2)n1 | -1 | -1.2 | nt | -2.0 | 44 | 6 | 4 | -0.3 | nt | 3
COc1ccc(C(=O)NC2(C(F)(F)F)C(=O)N(Cc3ccco3)C3=C2C(=O)CC(C)(C)C3)cc1OC (stereo not drawn) | 41 | -0.8 | 3 | 3.1 | 15 | -4 | 2 | -11 | nt | -3

The final two records of the section above open the next one:
SMILES | Yp Topo-I inh | PfHsp40 rescue | PriA SSB inh | BoNT A protease | DUSP3 inh | CCHFV vOTU inh | Anthrax LF prot | BH1578 lux ind | TcdB GH inh | SARS 3CLpro inh
Cc1cc(C)n(CC(=O)N/N=C/c2ccc(C)o2)n1 | -1 | -1.2 | nt | -2.0 | 44 | 6 | 4 | -0.3 | nt | 3
COc1ccc(C(=O)NC2(C(F)(F)F)C(=O)N(Cc3ccco3)C3=C2C(=O)CC(C)(C)C3)cc1OC (stereo not drawn) | 41 | -0.8 | 3 | 3.1 | 15 | -4 | 2 | -11 | nt | -3
Nc1ncnc2nc(SCc3ccc(Cl)cc3Cl)[nH]c12 | -1 | 0.6 | 5 | -0.5 | 2 | 6 | -7 | -0.2 | nt | 0
Cc1ccc(-n2c(C)cn(C(=O)c3ccccc3)c2=S)cc1 | 4 | -1.2 | -27 | 2.3 | 9 | 1 | -1 | -2.6 | -0.3 | -1
Cc1ccc(-n2c(Cc3cccn3C)nnc2SCC(=O)NCc2ccco2)cc1 | -8 | 0.1 | 3 | 0.0 | -4 | -12 | -2 | 2.2 | nt | 2
COCCCn1c(C(=O)NCCN2CCOCC2)cc2c(=O)n3cccc(C)c3nc21 | 10 | 0.4 | -10 | -0.8 | 18 | -90 | 1 | -1.9 | -1.7 | -5
Cc1cc(NC(=O)c2ccc3c(c2)C(=O)N(CC(C)C)C3=O)no1 | 0 | -0.7 | -16 | ? | 9 | 0 | -9 | -0.6 | -0.3 | -4
Cn1c(SCC(=O)NC2CCCCC2)nnc1C(F)(F)F | 4 | nt | nt | 0.7 | nt | 4 | -6 | i | 0.7 | nt
O=C1NC(=O)/C(=C/c2ccc(N3CCOCC3)o2)N1 | 7 | -1.1 | -9 | ? | 4 | -13 | 3 | i | 0.4 | 7
Cc1ccc2c(c1)C(=O)c1c(C(=O)O)cccc1-2 | 9 | 2.8 | -14 | -0.1 | -10 | -3 | -1 | -0.4 | 0.3 | 5
COc1ccc(OCCOC(=O)Nc2ccccc2)cc1 | -13 | 0.9 | -30 | 0.9 | 0 | 2 | -5 | -0.5 | nt | 2
CCCCN(C(=O)c1ccccc1OCc1ccc(F)cc1)c1c(N)n(CC(C)C)c(=O)[nH]c1=O | 4 | -1.2 | -11 | 3.3 | 10 | 15 | 1 | -1.7 | 0.7 | 2
COc1ccccc1NC(=O)CN(c1ccccc1C)S(C)(=O)=O | -2 | -0.2 | -13 | 5.5 | 10 | 0 | -1 | i | 0.4 | 5
Cc1cccc(NC(=O)c2oc3c(c2C)C(=O)CC(C)(C)C3)n1 | 3 | -1.0 | -2 | 0.6 | 2 | -17 | -2 | -3.3 | nt | -2
CCc1ccc(N(CC)C(=O)c2cn(C)c(=O)c3ccccc23)cc1 | 13 | 0.0 | 13 | -0.8 | 34 | -5 | 7 | -8.3 | 1.2 | 3
CCN(CC)CCC(O)(c1ccccc1)C1CCCCC1 (stereo not drawn) | 4 | -0.8 | -2 | -226 | 8 | -5 | -209 | i | 0.2 | 1
Cc1cc(C)c[n+](-c2nc3ccccc3nc2C(=C=[N-])C#N)c1 | -2&-5 | -0.3&1.8 | 4 | -0.1&0.4 | 22&-10 | -10&7 | 0&-5 | -0.3 | 0.8 | -2&1
Cn1nc(C(=O)NNc2c(F)c(F)cc(F)c2F)c2ccccc2c1=O | 5 | 1.2 | -2 | 0.8 | 34 | 2 | 2 | i | -0.4 | -1
Cc1ccn2c(c1)nc(=O)c1cc(S(=O)(=O)N3CCC(C)CC3)ccc12 | 4 | -1.2 | -12 | 0.4 | 13 | -12 | 0 | -5.9 | 2.2 | 3
CCN(CC(=O)Nc1ccc2c(c1)OCCO2)C(=O)CCc1ccc(OC)cc1 | -4 | -0.6 | 3 | nt | nt | -7 | nt | -1.7 | 0.9 | nt
COCCN=c1scc(-c2cc(OC)ccc2OC)n1/N=C/c1c[nH]c2ccccc12 | -14 | 0.8 | nt | -0.9 | 0 | -3 | -2 | -0.7 | -1.7 | 9
Cc1cc(F)ccc1C(O)c1ncc(-c2cccc3ccccc23)[nH]1 (stereo not drawn) | 2 | nt | nt | 0.1 | nt | -8 | -9 | 0.3 | 1.3 | nt

Source: PubChem (several laboratories)
